High-throughput results as filed in PubChem BioAssay.
HEK cytotox – Cytotoxic Profiling in HEK 293 Cell Line of Diverse Libraries Using Quantitative High-Throughput Screening; actives 6.6% (n = 94,000); HEK 293 viability, ATP luminescence (CellTiter-Glo), 48-72 h; Potency, µM (highest dose often 115 µM), inactives show at the top dose activity change, negative = cytotoxicity, usual class: inhibitors; also: potency is read from the fitted curve at half-maximal effect; nearly all actives have a fitted effect of over 60% in size
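Read-out: CellTiter-Glo ATP luminescence. Cells: HEK 293, 250 cells/well. Exposure: 48 or 72 hr, 37 degree Celsius.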
SNCA expr inhib – Primary qHTS assay for inhibitors of alpha-synuclein gene (SNCA) expression; HEK-293 SNCA-luciferase knock-in, luminescence, 24 h; Potency, µM (top dose mostly 57.2 µM), for the others: at the top dose activity change, negative = inhibition, most hits filed as inhibitors; actives 0.17% (n = 140,000);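 also: potency is read from the fitted curve at half-maximal effect; plate controls were DMSO cells for no effect and cell-free wells for full effect; nearly all actives have a fitted effect of over 45% in size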
NIH3T3 tox – Cytotoxic Profiling in NIH 3T3 Cell Line of Diverse Libraries Using Quantitative High-Throughput Screening; actives 4.3% (n = 94,000); Potency, µM (series often up to 96.7 µM), for the others: at the highest dose activity change, negative = cytotoxicity, hits mostly inhibitors; AID 1345082, 2018; NIH 3T3 viability, CellTiter-Glo ATP luminescence, 48-72 h; also: potency is read from the fitted curve at half-maximal effect; nearly all actives have a fitted effect of over 55% in size
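First NIH 3T3 cells are plated at 400 cells/well; next compound is pinned in; then plates incubate 48 or 72 hr at 37 °C; finally CellTiter-Glo is added and luminescence read after 10 min.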
SNCA viab count – GF-AFC viability counterscreen for inhibitors of alpha-synuclein gene (SNCA) expression; actives 0.12% (n = 150,000); HEK-293-SNCA-luc viability, GF-AFC fluorescence, 24 h; AID 1671193, 2021; Potency, µM (highest dose often 57.1 µM), inactives show at the top dose activity change, negative = cytotoxicity, usual class: cytotoxic;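 also: potency is read from the fitted curve at half-maximal effect; 0% = DMSO-treated cells and -100% = medium-only wells without cells; nearly all actives have a fitted effect of over 30% in size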
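Cytotoxicity counterscreen: after 24 h compound treatment of genome-edited SNCA-luciferase HEK-293 cells, live-cell protease substrate GF-AFC read by fluorescence after 30 min; activity scaled between DMSO (0%) and medium-only (-100%), curves Hill-fitted.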
FLuc inh – Firefly luciferase inhibition profiling of diverse chemical library using quantitative high-throughput screening; actives 2.5% (n = 76,000); AID 1347043, 2019; purified P. pyralis luciferase, luminescence, biochemical; Luciferin 4-monooxygenase (Photinus pyralis), P08659; Potency, µM (titrated, usually from 115 µM), for inactives: at the top dose activity change, negative = inhibition, most hits filed as inhibitors; also: potency is read from the fitted curve at half-maximal effect; nearly all actives have a fitted effect of over 65% in size
Target sequence (P08659 whole entry, looked up): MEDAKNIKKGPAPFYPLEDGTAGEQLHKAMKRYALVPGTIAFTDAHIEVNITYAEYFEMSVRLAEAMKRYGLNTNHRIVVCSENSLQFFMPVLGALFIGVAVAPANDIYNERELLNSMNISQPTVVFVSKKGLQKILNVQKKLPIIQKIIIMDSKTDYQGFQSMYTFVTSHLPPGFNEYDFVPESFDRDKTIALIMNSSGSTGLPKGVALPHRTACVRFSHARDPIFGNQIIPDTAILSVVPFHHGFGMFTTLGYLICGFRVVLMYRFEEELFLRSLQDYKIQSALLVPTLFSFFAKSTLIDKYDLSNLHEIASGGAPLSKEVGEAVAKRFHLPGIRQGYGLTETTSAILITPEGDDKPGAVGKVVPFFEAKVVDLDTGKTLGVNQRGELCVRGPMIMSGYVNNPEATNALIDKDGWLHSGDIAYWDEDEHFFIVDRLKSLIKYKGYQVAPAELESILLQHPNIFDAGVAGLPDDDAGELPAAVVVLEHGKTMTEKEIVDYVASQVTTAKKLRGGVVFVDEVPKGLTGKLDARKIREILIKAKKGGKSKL
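Purified 10nM P. pyralis luciferase with 10uM D-luciferin and 10uM ATP in 50mM Tris acetate pH 7.5, 10mM Mg acetate, 0.01% Tween-20, 0.05% BSA. qHTS titration; luminescence read by CCD imager.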
IP6K1 inh – Primary qHTS assay for small molecule inhibitors of Inositol hexaphosphate kinase 1 (IP6K1); activity change, % (series mostly up to about 58 µM); Inositol hexakisphosphate kinase 1 (Homo sapiens), Q92551; actives 0.81% (n = 140,000); IP6K1 kinase, ADP-Glo luminescence, 2 h; stronger effect = lower value; AID 1645851, 2021; in the data active = activity change below about -25%
Target sequence (Q92551 whole entry, looked up): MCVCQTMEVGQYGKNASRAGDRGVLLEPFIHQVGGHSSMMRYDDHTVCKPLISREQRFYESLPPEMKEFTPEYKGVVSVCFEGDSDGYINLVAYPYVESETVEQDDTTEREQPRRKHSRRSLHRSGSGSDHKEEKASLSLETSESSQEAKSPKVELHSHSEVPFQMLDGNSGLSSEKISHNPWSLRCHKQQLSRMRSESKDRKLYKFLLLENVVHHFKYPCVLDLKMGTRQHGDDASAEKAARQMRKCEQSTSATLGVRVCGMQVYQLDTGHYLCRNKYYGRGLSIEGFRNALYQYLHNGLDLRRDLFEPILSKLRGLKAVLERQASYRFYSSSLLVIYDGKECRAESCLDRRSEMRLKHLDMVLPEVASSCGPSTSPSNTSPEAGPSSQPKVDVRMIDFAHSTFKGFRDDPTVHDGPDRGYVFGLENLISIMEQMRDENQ
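ADP-Glo luminescence measures ADP made by human IP6K1 during a 2 h RT reaction with ATP/IP6 (mix at 1.3 mM/130 uM); top library doses 57.5 and 19.1 uM final.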
GPT2 inhibitor – Primary qHTS assay for inhibitors of Glutamate pyruvate transaminase 2 (GPT2). Potency, µM (top dose mostly 57.7 µM), for the others: at the highest dose activity change, negative = inhibition, usual class: inhibitors. Alanine aminotransferase 2 (Homo sapiens), Q8TD30. Recombinant GPT2, coupled pyruvate oxidase/HRP Amplex Red fluorescence. actives 0.25% (n = 100,000); also: potency is read from the fitted curve at half-maximal effect; nearly all actives have a fitted effect of over 60% in size; many of its hits are not listed in these tables
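Fluorescence of coupled pyruvate oxidase/HRP/Amplex Red system (50uM Amplex, 30 min, dark) reports pyruvate formed by GPT2. Enzyme reaction: 10ng/uL GPT2, 2mM L-alanine, 250uM a-KG, 30 min room temperature, pH 7.5; 50uM AOA control.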
* hit, by the source's call; i = inactive; u = inconclusive; x = not tested or not shown; [ ] = remark or other dose. Unless noted, calls follow the shape of the dose curve; as a rule, active = well fitted curve in the direction sought with a large enough effect; inconclusive = small, poorly fitted or top-dose-only effect, or another doubt; inactive = no such curve, though single readings can be large; an effect the other way counts as inactive or inconclusive. Unless noted, % is scaled to controls: 0 for no effect and ±100 for the full control effect. The order is random. About 7.8% of those tested had a hit in this group.

SMILES | HEK cytotox | SNCA expr inhib | NIH3T3 tox | SNCA viab count | FLuc inh | IP6K1 inh | GPT2 inhibitor
CC(=O)N1CCc2c(nc(-c3ccccn3)nc2N(C)CCCN(C)C)C1 | -2% | -8% | i | -9% | 15% | -5 | -20%
Cc1ccc(C2Cn3nnc(C(=O)NC4CCCCCC4)c3CO2)cc1 (centres undefined) | u | 43%[activator] | u | -9% | -16% | -8 | i
NC1CCc2nn(CC(=O)N(Cc3ccccc3)Cc3ccco3)c(=O)n2CC1 (centres undefined) | -9% | -3% | 2% | 3% | 3% | -4 | i
Cc1ccc(S(=O)(=O)N2CCCc3cc(NS(=O)(=O)c4cc(C)ccc4C)ccc32)cc1 | x | u | x | -27% | x | -20 | x
COc1ccc(S(=O)(=O)N2Cc3ccccc3CC2C(=O)Nc2ccc(C)cc2C)cc1OC (centres undefined) | x | -5% | x | 2% | x | -10 | x
COc1cccc(S(=O)(=O)N2CCCC(c3nc(CCOCC4CC4)no3)C2)c1 (centres undefined) | -25% | -21% | -28% | u | -10% | -2 | 1%
Cc1nc([C@@H]2CN(C(=O)CCc3c[nH]c4ccccc34)C[C@H]2C(N)=O)n[nH]1 | -21% | 1% | i | 3% | 5% | -1 | 3%
Cc1ncc(CO)c(CN)c1O | x | -36%[25.6 µM] | x | 56%[23.9 µM] | x | -2 | -20%
Cc1ccc(NC(=O)CSc2nc3c(c(=O)[nH]2)CCC3)cc1Cl | x | u | x | 16% | x | -2 | x
Cc1cc(COc2ccccc2)oc1C(=O)N1CC[C@@](C)(O)[C@@H](O)C1 | -8% | 18% | -26% | 4% | -1% | 4 | 2%
O=C1CN2Cc3c(ccc(Cl)c3Cl)N=C2N1 | x | -4% | x | -3% | x | x | i
CCC(C)NC(=O)C1CCCN1C(=O)c1cccc(-c2ccccn2)c1 (centres undefined) | -4%[172 µM] | x | -4%[138 µM] | x | x | -2 | x
COc1ccc(F)c(CN2CCCN3CCC[C@H]3C2)c1Cl | u | u | u | -20% | 2% | 11 | 4%
COC(=O)c1ccc(CN2CCC(n3nccc3NC(=O)Cc3ccccc3)CC2)cc1 | u | 67%[activator] | -22% | 1% | -2% | 5 | i
O=C1Nc2ccccc2OCC12CCN(Cc1ccccn1)CC2 | i | -9%[87.6 µM] | -7%[138 µM] | 5%[87.6 µM] | 5%[172 µM] | 4 | i
COc1cccc(C(=O)N2CCC(C(=O)N3CCCC(c4nc5ccncc5[nH]4)C3)CC2)c1 (centres undefined) | -11% | 15% | -15% | 7% | x | -3 | i
Cc1cccc(OCC(=O)Nc2c(C)ccc3nsnc23)c1C | x | 50%[activator] | x | 8% | x | -9 | x
CCOc1ccc2nc(N3CCN(C(=O)c4ccc5c(c4)CCCC5)CC3)sc2c1 | x | -2% | x | -2% | x | 14 | x
COc1ccc(NC(=O)C(Cc2ccccc2)n2cccc2)c(OC)c1 (centres undefined) | x | 1% | x | 0% | x | -7 | x
CC(C)(C)c1cc(Cn2cc(C3CCCNC3)nn2)[nH]n1 (centres undefined) | -13% | -7% | -13% | 22% | -3% | 17 | i
COc1ccc(Cl)cc1NC(=O)Cn1c(=O)c(-c2ccccc2NC(C)=O)nc2ccccc21 | x | 7% | x | -24% | x | 5 | x
Cc1ccc(C)c(NC(=O)CSc2nc(=O)n(CCN(C)C)c3c2CCC3)c1 | x | 4% | x | -7% | x | 35 | x
COc1cccc(CNC(=O)CN2CCCc3nc(C4CC4)ncc3C2=O)c1OC | i | 4% | i | 0% | 6% | -1 | -5%
CC(C)CCNC(=O)c1ccc2c(c1)nc(Nc1n[nH]c3ccc(-c4ccccc4OC(F)(F)F)cc13)n2C1CCC(O)CC1 (centres undefined) | x | x | x | -20% | x | 6 | u
CCC(C)NC(=O)C(NC(=O)c1ccc(C)cc1)C1CCN(C(=O)CC(C)(C)C)CC1 (centres undefined) | -15% | 17% | -14% | 6% | -1% | -9 | 4%

Additional results follow:
SMILES | HEK cytotox | SNCA expr inhib | NIH3T3 tox | SNCA viab count | FLuc inh | IP6K1 inh | GPT2 inhibitor
CNC(=O)N1CCCC(Cc2ncc(C)n2C(C)C)C1 (centres undefined) | -6% | 0% | -8% | 1% | 4% | 8 | -4%
CC(C)(C)C(=O)Cn1c(=O)n(-c2ccc(Cl)cc2)c(=O)c2c3c(sc21)CCCC3 | x | 16% | x | -1% | x | -11 | x
COc1ccc(OC)c(CN2CCN(S(=O)(=O)c3ccccc3)CC2)c1 | x | 52%[activator] | x | -1% | x | -3 | x
CC(=O)c1ccc(NC(=O)c2ccc(CN3C(=O)CCn4nc(C)cc43)cc2)cc1 | x | 1% | x | 18% | x | 15 | x
O=S(=O)(c1cccc2ccccc12)N1CCCC(CO)(Cc2cccc(Cl)c2)C1 (centres undefined) | u | -4% | 45µM* | -15% | 8% | 15 | -4%
COc1ccc(CCNC(=O)C(=O)NCC(c2cccs2)S(=O)(=O)c2ccccc2)cc1 (centres undefined) | x | -4% | x | 6% | x | 13 | x
CCCCCn1c(=O)[nH]c2cc(C(=O)Nc3ccc(OC)c(OC)c3)ccc2c1=O | x | -22% | x | -3% | x | -6 | x
COc1ccc(Cl)cc1NC(=O)CCC1CCCN(Cc2ccc3c(c2)OCCO3)C1 (centres undefined) | u | -20% | u | -3% | 2% | 4 | i
CCOc1ccc(-c2csc3ncnc(Nc4cccc(O)c4)c23)cc1 | x | -11% | x | 0% | x | -14 | x
Cc1cc2c(cc3c(SCC(=O)Nc4cccc(Cl)c4C)nnc(C)n32)o1 | x | -12% | x | 20% | x | -7 | x
C=C(C)C(=O)OCC(O)CO (centres undefined) | x | -4%[25.6 µM] | x | 24%[23.9 µM] | x | 8 | i
O=C(c1ccc2c(c1)N(Cc1ccccc1)C(=O)c1ccccc1S2(=O)=O)N1CCOCC1 | x | 1% | x | -8% | x | 13 | x
CC(C)Oc1ccc(C(=O)NC2CCN(c3cnn(C)c(=O)c3)CC2)cc1 | -2% | 7% | -9% | -10% | -1% | 15 | -6%
Cc1cc2ncc(C(=O)NCC(C)(C)NCC(=O)N3CCC[C@H]3C#N)cn2n1 | x | x | x | 13% | x | -12 | u
COCCc1noc(-c2nc(-c3ccc(OC)cc3)no2)n1 | u | 67%[activator] | -11% | 9% | u | 8 | -1%
COc1cccc(C(=O)N2CCC(C(=O)N3CC[C@@](C)(O)[C@@H](O)C3)CC2)c1 | -12% | u | -13% | -2% | -2% | 18 | -8%[11.5 µM]
CS(=O)(=O)Cc1ccc(-c2cccc(OCc3ccccc3F)c2)nc1 | u | -21% | -3% | 1% | -24% | -7 | -7%
CCOc1ccc(NC(=O)Cn2cc(C(=O)c3ccc(CC)cc3)c(=O)c3ccc(C)nc32)cc1 | x | 53%[activator] | x | -1% | x | 19 | x
COc1cccc(CN2CCN3C(=O)N(C4CCOCC4)C[C@H]3C2)c1 | -9%[172 µM] | -5%[87.6 µM] | -15%[138 µM] | -3%[87.6 µM] | -15%[172 µM] | -5 | 2%[88.5 µM]
O=C(NCc1ccc(F)c(Cl)c1)c1cccc2c1CCN2C(=O)C1CC1 | -12% | 2% | -23% | 2% | 27% | -10 | -20%
CCN(CC1CCN(CCc2ccccc2C)CC1)C(=O)c1cc(C)nc(C)n1 | u | -13% | 2% | 0% | -2% | 4 | 0%
COc1ccc(OC)c(CNC(=O)c2cc3cc4ccc(OC)cc4nc3o2)c1 | x | u | x | -1% | x | 35 | x
O=C(c1ccco1)N1CCC(OC2CCN(Cc3cccnc3)CC2)CC1 | 19% | -11% | i | -13% | 4% | 2 | -5%
COc1ccc(NC(=O)CCC2CCCN(C(=O)c3ncoc3C)C2)c(C)c1 (centres undefined) | 5% | -2% | 2% | 2% | 3% | -2 | i
COc1ccc(Nc2cc(C(=O)NC3CCC(C)CC3)c3ccccc3n2)cc1OC (centres undefined) | x | 166%[activator] | x | -14% | x | -15 | x

Reprinted at random: 5 compounds from above
SMILES | HEK cytotox | SNCA expr inhib | NIH3T3 tox | SNCA viab count | FLuc inh | IP6K1 inh | GPT2 inhibitor
CC(=O)c1ccc(NC(=O)c2ccc(CN3C(=O)CCn4nc(C)cc43)cc2)cc1 | x | 1% | x | 18% | x | 15 | x
Cc1cc2ncc(C(=O)NCC(C)(C)NCC(=O)N3CCC[C@H]3C#N)cn2n1 | x | x | x | 13% | x | -12 | u
COc1ccc(NC(=O)CCC2CCCN(C(=O)c3ncoc3C)C2)c(C)c1 (centres undefined) | 5% | -2% | 2% | 2% | 3% | -2 | i
COc1cccc(CN2CCN3C(=O)N(C4CCOCC4)C[C@H]3C2)c1 | -9%[172 µM] | -5%[87.6 µM] | -15%[138 µM] | -3%[87.6 µM] | -15%[172 µM] | -5 | 2%[88.5 µM]
COc1ccc(OC)c(CNC(=O)c2cc3cc4ccc(OC)cc4nc3o2)c1 | x | u | x | -1% | x | 35 | x

Later entries
SMILES | HEK cytotox | SNCA expr inhib | NIH3T3 tox | SNCA viab count | FLuc inh | IP6K1 inh | GPT2 inhibitor
COC(=O)CNC(=O)c1ccc2nc(-c3ccncc3)oc2c1 | -4%[172 µM] | -2%[87.6 µM] | -1%[138 µM] | 9%[87.6 µM] | x | 1 | i
CC1(C)[C@H]2CC[C@@H](CNC(=O)N3CCCC3)[C@@H]1C2 | 63µM* | 6%[87.6 µM] | u | 2%[87.6 µM] | 1%[172 µM] | 6 | i
COc1ccc(C(=O)NC2CCN(c3cnn(CC4CC4)c(=O)c3)CC2)cc1OC | -24% | 15% | u | 8% | -1% | 38 | -7%
CN1C(=O)C(CC(=O)N2CCCNCC2)(Cc2ccccc2)c2ccccc21 (centres undefined) | -2% | -5% | 3% | -3% | 4% | 5 | u
COc1ccc(-c2ccc3c(c2)C(=O)N2CCN(C(=O)c4cnccn4)C[C@H]2C(=O)N3)cc1 | -24% | -12% | -12% | -4% | u | 9 | i
COc1ccccc1OC1(C(=O)O)CCN(c2cc(C)nc(N)n2)CC1 | 2% | -12% | i | -1% | -6% | -9 | 0%
CCC[C@H]1CN(S(=O)(=O)c2ccc(CC)s2)C[C@@H]1N | u | 4% | -17% | 11% | -5% | -6 | 2%
COCCNC(=O)C[C@@H]1C[C@H]2O[C@H](CNC(C)C)[C@@H](O)[C@H]2O1 | 0%[172 µM] | -23%[87.6 µM] | 1%[174 µM] | 1%[87.6 µM] | 0%[172 µM] | -1 | i
O=C(NCc1ccco1)[C@H]1CN(Cc2ccccc2)C[C@H]1C(=O)O | u | -27% | -18% | 13% | -4% | 2 | i
